PvdQ inh: blocks Pseudomonas aeruginosa PvdQ acylase activity. purified PvdQ acylase, fluorescence plate reader. inhibition, % at 10 µM. actives 0.063% (n = 340,000). AID 488965; in the data active = inhibition above about 30%, passing the limit was not always enough;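 also: 0% = vehicle neutral wells and 100% = reference inhibitor wells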
Wnt act: Wnt/beta-catenin pathway activation | Wnt/beta-catenin reporter cell assay, activator, plate reader | activation, % at 9.35 µM | actives 1.2% (n = 300,000) | AID 743398; in the data active = activation above about 30%, passing the limit was not always enough;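 also: 0% = neutral control wells and 100% = positive control wells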
CAL PDZ inh: blocks peptide binding to human CAL PDZ domain; purified CAL PDZ, TMR-peptide fluorescence polarization, 1 h; Q9HD26; actives 0.02% (n = 330,000); inhibition, % at 20 µM;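 active = highest replicate inhibition of at least 40%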;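 also: plate controls were DMSO neutral control wells for no effect and unlabeled competitor peptide control wells for full effect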
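Material: tagged CAL PDZ domain; buffer or medium: 25 mM sodium phosphate pH 7.4, 150 mM NaCl, TCEP, IgG, Thesit; compound dosing: single point, 20 µM; schedule: 1 h incubation at room temperature before polarization reading; measured by: FP readout, S and P plane fluorescence; read-out basis: percent inhibition from loss of millipolarization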
AddAB inh: less growth of phage-infected E. coli with AddAB. E. coli expressing H. pylori AddAB, absorbance growth. inhibition, % at 11.9 µM. actives 0.29% (n = 330,000); in the data active = inhibition above about 12%;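 also: 0% = vehicle wells of infected cells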
Rtt109 HAT inh: inhibitors of Candida albicans Rtt109/Vps75 histone acetyltransferase; actives 0.16% (n = 330,000); purified Rtt109/Vps75, ThioGlo CoA-SH fluorescence, 4 h; Q5AAJ8; inhibition, % at 34.9 µM;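 active = inhibition of at least 50% in every replicate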
Target sequence (Q5AAJ8 whole entry, looked up): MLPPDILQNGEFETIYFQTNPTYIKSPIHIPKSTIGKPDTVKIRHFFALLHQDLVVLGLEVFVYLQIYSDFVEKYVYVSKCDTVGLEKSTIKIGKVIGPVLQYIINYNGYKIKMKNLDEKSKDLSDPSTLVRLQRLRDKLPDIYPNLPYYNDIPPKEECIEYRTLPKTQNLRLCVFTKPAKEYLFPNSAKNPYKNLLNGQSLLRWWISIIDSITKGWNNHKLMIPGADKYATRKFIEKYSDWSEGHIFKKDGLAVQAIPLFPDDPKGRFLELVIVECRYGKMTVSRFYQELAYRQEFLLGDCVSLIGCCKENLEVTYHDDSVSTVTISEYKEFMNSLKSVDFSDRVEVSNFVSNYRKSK
phage Ecoli inh: E. coli growth loss with phage present | growth absorbance | AID 651602 | inhibition, % at 11.9 µM | actives 0.26% (n = 360,000); in the data active = inhibition above about 11%
PfHsp90 set2: reduces growth (ATP signal) of yeast expressing P. falciparum Hsp90 | S. cerevisiae expressing PfHsp90, BacTiter-Glo ATP, 48 h; yeast lacking PDR1 and PDR3 efflux regulators | inhibition, % at 9.4 µM | actives 0.32% (n = 310,000);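 active = every replicate shows inhibition above about 80%, whatever the replicate mean, limit read from the data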;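 also: 0% = DMSO neutral controls and 100% = 20 µM radicicol positive controls; yeast relying on Plasmodium falciparum Hsp90 in place of its own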
DAGLB inh: blocks human DAGLB lipase activity | HEK293T DAGLB membrane lysate, EnzChek fluorogenic substrate | actives 0.059% (n = 340,000) | inhibition, % at 5.17 µM; in the data active = inhibition above about 34%;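 also: 0% = enzyme with vehicle and 100% = wells lacking enzyme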
Target sequence (Q8NCG7 whole entry, looked up): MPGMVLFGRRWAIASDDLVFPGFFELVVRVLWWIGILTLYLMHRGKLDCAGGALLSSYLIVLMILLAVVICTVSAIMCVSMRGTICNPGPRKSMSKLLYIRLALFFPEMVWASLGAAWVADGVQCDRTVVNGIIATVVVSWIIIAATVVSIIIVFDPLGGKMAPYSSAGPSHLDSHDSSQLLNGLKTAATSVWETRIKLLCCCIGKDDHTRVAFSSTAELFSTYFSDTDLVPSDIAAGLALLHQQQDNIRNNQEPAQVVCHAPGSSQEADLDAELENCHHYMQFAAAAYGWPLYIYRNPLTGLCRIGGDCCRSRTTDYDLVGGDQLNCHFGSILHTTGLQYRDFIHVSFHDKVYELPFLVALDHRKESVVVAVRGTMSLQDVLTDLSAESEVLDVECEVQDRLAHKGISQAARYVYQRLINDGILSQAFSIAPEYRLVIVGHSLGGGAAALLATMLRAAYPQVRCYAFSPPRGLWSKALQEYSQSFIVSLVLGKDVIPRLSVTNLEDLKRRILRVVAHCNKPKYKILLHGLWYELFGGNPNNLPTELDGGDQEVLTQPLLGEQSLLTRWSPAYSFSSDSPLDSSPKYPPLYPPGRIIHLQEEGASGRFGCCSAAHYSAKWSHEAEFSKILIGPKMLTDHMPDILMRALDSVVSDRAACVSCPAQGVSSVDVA
Tat transport: blocks Tat-dependent protein export in E. coli. actives 0.036% (n = 340,000). E. coli MC4100 TorA-mCherry Tat export, fluorescence. inhibition, % at 10 µM;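 active = mean replicate inhibition at least 50% and at least half of replicates individually reaching 50%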;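 also: exported cargo escapes ClpAP degradation while cytoplasmic cargo is degraded and loses fluorescence; 0% = median of neutral control wells and 100% = median of NaSCN control wells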
E coli growth: reduces bacterial viability in AddAB counter-screen; AID 449728; actives 0.27% (n = 330,000); E. coli V3065 growth, OD600 absorbance, 18 h; inhibition, % at 11.9 µM;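 active = inhibition above the campaign's mean inhibition across all tested compounds plus 3 SD, cut at about 9.9% in these data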;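 also: uninfected addAB+ strain grown without phage in ampicillin broth; 0% = DMSO wells and 100% = ciprofloxacin 0.95 µg/ml wells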
An asterisk follows results filed as active; . = not tested or not shown.

Preview:
SMILES,PvdQ inh,Wnt act,CAL PDZ inh,AddAB inh,Rtt109 HAT inh,phage Ecoli inh,PfHsp90 set2,DAGLB inh,Tat transport,E coli growth
COC(=O)C1=C(C)NC(C)=C(C(=O)OC)C1c1ccc2ccccc2n1,11,-4,-0.9,-2.5,-2,-0.3,9,1,-2,0.6
CCc1ccc(-n2c(C)cc(/C=N/NC(=O)OC)c2C)cc1,-24,-17,-0.5,4.3,-10,3.6,-7,2,7,-2.6
Cc1cc(C)c(S(=O)(=O)NC2CC3CCC2C3)c(C)c1 (stereo not given),-16,3,-0.6,0.8,6,0.4,-18,-5,5,-0.9
Cc1csc(SC(C)C(=O)NCC2CCCCC2)n1 (stereo not given),-7,-1,0.2,1.2,5,2.9,-2,0,8,-0.5
COc1ccc(C(C#N)Nc2ccccc2OC)cc1 (stereo not given),27,.,-3.9,0.3,-4,2.1,.,0,-3,-3.2
CCSc1nc2sc3c(c2c(=O)n1-c1ccc(C)cc1)CCN(C)C3,-19,-2,.,.,8,2.1,19,0,-8,.
COc1ccc(-n2c(Cc3cccn3C)nnc2SCC(=O)N2CCC(C)CC2)cc1,0,-3,0.5,1.1,-1,1.7,3,1,1,-1.0
CCOC(=O)C1CCCN(C(=O)c2ccc(S(=O)(=O)N3CCCC3)cc2)C1 (stereo not given),-7,-2,-1.2,-0.1,1,2.7,4,1,-9,-1.8
CC1CCN(C(=O)CSc2nnc(CNC(=O)COc3ccc(Cl)cc3)o2)CC1,-15,-7,-1.6,1.7,-30,2.7,-41,0,-5,0.4

Main list, from the first entry:
SMILES,PvdQ inh,Wnt act,CAL PDZ inh,AddAB inh,Rtt109 HAT inh,phage Ecoli inh,PfHsp90 set2,DAGLB inh,Tat transport,E coli growth
COC(=O)C1=C(C)NC(C)=C(C(=O)OC)C1c1ccc2ccccc2n1,11,-4,-0.9,-2.5,-2,-0.3,9,1,-2,0.6
CCc1ccc(-n2c(C)cc(/C=N/NC(=O)OC)c2C)cc1,-24,-17,-0.5,4.3,-10,3.6,-7,2,7,-2.6
Cc1cc(C)c(S(=O)(=O)NC2CC3CCC2C3)c(C)c1 (stereo not given),-16,3,-0.6,0.8,6,0.4,-18,-5,5,-0.9
Cc1csc(SC(C)C(=O)NCC2CCCCC2)n1 (stereo not given),-7,-1,0.2,1.2,5,2.9,-2,0,8,-0.5
COc1ccc(C(C#N)Nc2ccccc2OC)cc1 (stereo not given),27,.,-3.9,0.3,-4,2.1,.,0,-3,-3.2
CCSc1nc2sc3c(c2c(=O)n1-c1ccc(C)cc1)CCN(C)C3,-19,-2,.,.,8,2.1,19,0,-8,.
COc1ccc(-n2c(Cc3cccn3C)nnc2SCC(=O)N2CCC(C)CC2)cc1,0,-3,0.5,1.1,-1,1.7,3,1,1,-1.0
CCOC(=O)C1CCCN(C(=O)c2ccc(S(=O)(=O)N3CCCC3)cc2)C1 (stereo not given),-7,-2,-1.2,-0.1,1,2.7,4,1,-9,-1.8
CC1CCN(C(=O)CSc2nnc(CNC(=O)COc3ccc(Cl)cc3)o2)CC1,-15,-7,-1.6,1.7,-30,2.7,-41,0,-5,0.4
COc1cccc(NC(=O)CCC2CCN(C(=O)c3scnc3C)CC2)c1,-5,-3,-2.9,-0.2,-1,1.0,-17,1,1,-0.8
CCOC(=O)C1CCCN(C(=O)c2ccc3c(c2)N(C)C(=O)/C(=C/c2ccccc2Cl)S3)C1 (stereo not given),1,-3,-3.3,3.5,-9,0.1,28,-5,9,-0.3
Cc1nccn1S(=O)(=O)c1cc([N+](=O)[O-])ccc1Cl,11,6,-0.6,1.6,-1,1.7,7,-3,-20,-0.3
Cc1ccc2c(c1)N(CCCC(=O)NCCC1=CCCCC1)C(=O)CO2,-11,.,-0.8,2.1,0,0.4,-10,-6,-8,-1.4
CC1CC(CC(C)C(=O)Nc2nncs2)C(=O)O1 (stereo not given),26,.,-1.8,2.6,2,-0.2,8,2,0,-0.7
Cc1ccccc1OCC(=O)NNC(=O)c1cc(S(=O)(=O)N2CCOCC2)ccc1N1CCCC1,-15,9,-1.5,1.7,-4,4.4,12,-6,-3,1.4
C/C(=N\N=C(/N)SC1CC(=O)N(c2ccccc2)C1=O)c1cccs1 (stereo not given),7,.,-1.4,2.1,6,1.5,-10,3,-15,-0.9
C(#Cc1ccc(C#CCN2CCCC2)cc1)CN1CCCC1,0,.,-2.8,.,0,3.6,0,0,-7,.
O=C(NN1C(=O)c2cc(Br)ccc2NC1c1ccccc1Cl)c1ccncc1 (stereo not given),-19,-2,-0.9,1.7,3,3.2,-6,-1,-1,-0.8
CC(C)C(NC(=O)c1ccccc1)C(=O)NCc1ccccn1 (stereo not given),-1,-4,-2.0,2.7,6,3.9,12,0,1,2.6
COc1cccc(NC(=O)Nc2ccc(Br)cn2)c1,-14,-4,-2.2,0.6,0,3.5,11,-6,3,0.1
COc1ccc(CNCc2ccc(C(F)(F)F)cc2)cc1OC,0,-4,0.1,2.0,5,2.0,-10,1,4,1.0
O=C(CSc1nc2c(sc3ccccc32)c(=O)n1CCCN1CCOCC1)NC1CCCC1,-6,.,0.4,3.7,-5,0.3,14,0,0,-1.1
CCc1ccc(Nc2c([N+](=O)[O-])c(=O)oc3ccccc23)cc1,-6,-4,-1.2,2.8,-3,1.0,-8,4,0,3.0
Cc1ccc(S(=O)(=O)N2CCOCC2)cc1C(=O)Nc1c(C)n(C)n(-c2ccccc2)c1=O,8,-5,-0.1,3.6,-4,2.8,-11,3,0,-1.4
COc1ccc(C(CNC(=O)c2ccc(S(=O)(=O)N3CCCC3)cc2)N(C)C)cc1OC (stereo not given),-17,-3,-0.4,-0.2,3,-2.6,12,-3,3,-0.7
C=CCN(C(=O)c1csnn1)C(C(=O)NCc1ccc(F)cc1)c1sccc1C (stereo not given),7,-2,-2.6,0.5,-15,0.8,-50,-2,2,2.5
O=P(O)(O)CP(=O)(O)O,-13,.,.,-1.3,-3,.,.,.,2,1.0
O=S(=O)(Nc1ccccc1)c1ccc(-c2csnn2)cc1,-6,0,1.3,0.4,-8,1.6,1,-2,10,0.0
Cc1ccc(CC(=O)Nc2cc([N+](=O)[O-])ccc2F)cc1,-6,0,-0.4,0.1,.,2.5,7,1,7,-0.3
CNC(=S)N/N=C/c1c(C)nn(-c2ccc(F)cc2)c1Cl,-9,2,-2.5,-1.9,-3,1.1,.,2,-10,-1.3
C=CCOc1cccc(C2c3c(oc4ccccc4c3=O)C(=O)N2c2ccccn2)c1 (stereo not given),-8,0,-0.5,5.1,-14,2.6,1,-1,-1,0.9
CC(C)CC1NC(=O)N(CCCCN2C(=O)c3ccccc3C2=O)C1=O (stereo not given),1,-2,-0.3,3.9,-1,2.1,14,-4,-16,-0.4
Cc1ccc(S(=O)(=O)NCc2ccncc2)cc1C(=O)NCC(C)C,-9,-4,-2.2,-1.4,4,3.0,6,0,-6,-0.2
CCOc1ccc(-c2nc(-c3cccnc3)no2)cc1,18,47*,-1.4,1.9,-14,4.3,-7,-6,-15,0.7
CCOc1ccccc1-n1ccn(CC(=O)Nc2ccc(Br)cc2F)c(=O)c1=O,-7,0,0.5,.,-7,3.1,-8,-1,-1,.
COC(=O)C1(C)NC(c2ccccc2C)C2C(=O)N(c3ccc(F)cc3)C(=O)C21 (stereo not given),7,-2,0.1,1.9,2,-2.7,4,-5,10,2.5
CCc1ccc(OCC(=O)NC(=S)Nc2ccc(C(C)=O)cc2)c(Br)c1,1,-3,-1.1,0.9,0,-0.5,10,2,0,0.4
COc1cc(Cl)ccc1OCc1cc(C(=O)NC(C)Cc2cccnc2)no1 (stereo not given),-1,-4,-0.7,3.0,8,4.0,-5,-1,-3,1.4
COc1cc([N+](=O)[O-])ccc1NC(=O)NCc1ccco1,-7,5,-2.5,-0.3,8,3.0,-7,-1,-4,-1.8
O=C(CSc1nnnn1-c1ccc2c(c1)OCO2)NCc1cccs1,6,-1,-2.1,3.6,1,1.3,0,-4,4,-2.0
O=C(OCC1OC2C(Oc3nc(=O)ccn32)C1O)c1ccccc1 (stereo not given),10,.,-2.7,0.8,12,1.9,17,-1,-6,-3.1
O=c1[nH]c2cc3c(cc2cc1C(c1nnnn1CC1CCCO1)N1CCCC1)OCO3 (stereo not given),3,.,0.2,-1.1,7,-0.7,6,-2,-1,-1.2
CCc1ccccc1NC(=O)CN(C)Cc1c(O)ccc2ccccc12,-4,2,-1.1,2.8,4,2.2,-9,-2,-12,-1.3
CC(C(=O)N1CCN(Cc2ccccc2)CC1)c1ccc([N+](=O)[O-])cc1 (stereo not given),-13,2,-0.8,0.7,-4,-0.1,-23,0,-4,-0.6
Cc1ccc(/C=C2/CCc3c([nH]c4ccccc34)C2=O)cc1,-1,54*,-0.3,-0.5,5,3.1,.,-4,2,-0.9

(next part)
Screens by letter – A = PvdQ inh; B = Wnt act; C = CAL PDZ inh; D = AddAB inh; E = Rtt109 HAT inh; F = phage Ecoli inh; G = PfHsp90 set2; H = DAGLB inh; I = Tat transport; J = E coli growth
> CS(=O)(=O)Nc1ccc(S(=O)(=O)NC2CCCCC2)cc1
  A = -7 | B = -3 | C = -0.5 | D = 1.2 | E = -5 | F = 4.7 | G = 9 | H = -1 | I = -10 | J = 0.5

> CCOc1cc(-c2nnc(NC(=O)C3=COCCO3)o2)cc(OCC)c1OCC
  A = -7 | B = -2 | C = -2.4 | D = 1.7 | E = 3 | F = 2.7 | G = . | H = -1 | I = 0 | J = 0.3

> Nc1cccc(NC(=O)CN2CCOCC2)c1
  A = -9 | B = -1 | C = . | D = -1.9 | E = -3 | F = 3.2 | G = -13 | H = -1 | I = 6 | J = -1.5

> COc1ccccc1-c1nnc(NC(=O)c2ccc3ncsc3c2)o1
  A = -5 | B = 4 | C = -1.6 | D = -1.5 | E = 0 | F = -1.9 | G = -33 | H = -1 | I = -8 | J = -5.8

> CCNC(=O)COC(=O)c1cc(C)nc2ccccc12
  A = -2 | B = 0 | C = -1.4 | D = -0.2 | E = 1 | F = 2.8 | G = -15 | H = -2 | I = 4 | J = 0.7

> CC(C)c1cccc(C(C)C)c1NC(=S)Nc1cccc(Cl)c1
  A = -6 | B = 1 | C = 0.3 | D = -0.1 | E = -1 | F = 4.4 | G = 20 | H = -2 | I = -7 | J = 2.9

> O=c1nc(NCc2ccco2)sc2ncccc12
  A = -26 | B = . | C = 0.6 | D = -0.3 | E = 0 | F = 2.3 | G = -7 | H = 0 | I = -7 | J = 0.2

Assay outcomes deposited in PubChem by several laboratories.
